# EPAC1 agonist: EPAC1 (human) agonism; O95398; EPAC1 agonist qHTS, biochemical assay; response scale: 100% = response to 6.5 mM cAMP; Potency, µM (top dose mostly 154 µM), without a hit: at the highest dose activation, usual class: activators; 360,000 compounds, 0.073% hits; note: potency is the fitted concentration of half-maximal effect; nearly all actives have a fitted effect of over 60% in size
#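 Normalized to 6.5 mM cAMP, activity reflects EPAC1-catalysed release of BODIPY-GDP from Rap1B, followed kinetically over 30 min at 480 nm excitation, 540 nm emission. Reaction contained 100 nM EPAC1, 250 nM Rap1B-BODIPY-GDP, 50 uM GDP.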
# EPAC1 antag: EPAC1 (human) antagonism | O95398 | EPAC1 GEF assay, Rap1b-BODIPY-GDP exchange fluorescence | Potency, µM (highest dose often 115 µM), for the others: at the highest dose activity change, negative = inhibition, most hits filed as inhibitors | 360,000 compounds, 0.14% hits | AID 720709;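 note: potency is the fitted concentration of half-maximal effect; plate controls were vehicle for no effect and positive control for full effect; nearly all actives have a fitted effect of over 50% in size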
# FUS suppressor: FUS proteinopathy suppression in yeast; S. cerevisiae FUS-expressing, growth rescue, OD600, 24 h; Potency, µM (series often up to 76.6 µM), for inactives: at the top dose growth rescue (activation), actives largely listed as activators; 390,000 compounds, 0.24% hits;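 note: potency is the fitted concentration of half-maximal effect; plate controls were DMSO vehicle for no effect and reference control for full effect; nearly all actives have a fitted effect of over 55% in size; some results filed as inactive show a strong effect at the top dose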
#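 Restored growth of FUS-toxic S. cerevisiae, read as 600 nm absorbance after 24 h at 30C in galactose medium (starting OD 0.005). Controls CP55940 and DMSO.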
# PLK1 PBD inh: blocks phosphopeptide binding to human PLK1 polo-box domain; Plk1 PBD binding of FITC phosphopeptide, fluorescence polarization; Potency, µM, for inactives: max response, negative = inhibition, actives largely listed as inhibitors; P53350; 360,000 compounds, 2.8% hits; note: potency is the fitted concentration of half-maximal effect; series mostly up to about 57 µM; % is set by controls: 0 for no effect and ±100 for the full control effect; nearly all actives have a fitted effect of over 65% in size
# Target sequence (P53350 whole entry, looked up, the tested form may be a part): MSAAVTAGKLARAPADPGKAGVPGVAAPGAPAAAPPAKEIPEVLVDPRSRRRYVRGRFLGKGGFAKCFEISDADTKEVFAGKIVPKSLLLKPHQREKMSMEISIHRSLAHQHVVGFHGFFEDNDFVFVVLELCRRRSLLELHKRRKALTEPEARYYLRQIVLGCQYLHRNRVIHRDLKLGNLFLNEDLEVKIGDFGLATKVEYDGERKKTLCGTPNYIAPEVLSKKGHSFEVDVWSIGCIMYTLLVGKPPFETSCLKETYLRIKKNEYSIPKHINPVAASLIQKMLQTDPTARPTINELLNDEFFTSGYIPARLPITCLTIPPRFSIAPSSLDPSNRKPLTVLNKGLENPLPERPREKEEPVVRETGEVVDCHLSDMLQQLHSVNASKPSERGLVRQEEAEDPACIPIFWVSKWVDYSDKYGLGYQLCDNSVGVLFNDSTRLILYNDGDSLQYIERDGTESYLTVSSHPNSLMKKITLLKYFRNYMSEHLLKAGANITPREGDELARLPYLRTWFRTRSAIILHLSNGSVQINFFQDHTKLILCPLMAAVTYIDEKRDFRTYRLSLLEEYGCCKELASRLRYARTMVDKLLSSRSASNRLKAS
# PI5P4K alpha inh: PI5P4K alpha (human) kinase inhibition | P48426 | PI5P4Kalpha enzyme, ADP-Glo luminescence, 60 min; stronger effect = lower value | max response, % | 330,000 compounds, 1.2% hits | AID 652105; active = max response of -50% or lower; inconclusive = between -30% and -50%; inactive = -30% or higher; note: value at the top dose of about 77 µM; % is set by controls: 0 for no effect and ±100 for the full control effect
# Target sequence (P48426 whole entry, looked up): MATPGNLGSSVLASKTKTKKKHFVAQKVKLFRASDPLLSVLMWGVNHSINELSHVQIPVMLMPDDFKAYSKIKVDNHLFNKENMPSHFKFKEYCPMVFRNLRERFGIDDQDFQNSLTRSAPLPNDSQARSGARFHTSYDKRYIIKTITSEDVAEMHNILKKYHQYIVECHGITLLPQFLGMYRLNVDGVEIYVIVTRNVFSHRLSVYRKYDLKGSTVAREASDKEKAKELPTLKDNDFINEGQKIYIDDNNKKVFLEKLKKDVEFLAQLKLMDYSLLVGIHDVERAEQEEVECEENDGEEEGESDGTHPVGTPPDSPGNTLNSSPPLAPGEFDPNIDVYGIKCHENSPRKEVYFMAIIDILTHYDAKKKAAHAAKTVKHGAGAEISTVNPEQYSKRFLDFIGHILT
#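 PI5P4Kalpha ADP-Glo assay; 5 microM ATP final; 60 min RT reaction; HEPES pH 7.4/EGTA/CHAPS, 5% DMSO; controls lacking substrate or enzyme; luminescent end-point.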
# IL-2 act: activates IL-2 in a cell-based reporter assay; IL-2 activation reporter assay, cell-based qHTS; stimulated with anti-CD3/CD4/CD28 beads; in transgenic mouse T cells; AID 652025; 360,000 compounds, 0.065% hits; activation, % (series mostly up to about 46 µM); in the data active = activation above about 50%; inconclusive = mostly about 30% to 49%; note: 0% is about no effect
#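 Unstimulated transgenic mouse T cells; 60-min compound exposure; bead-based TCR/CD4/CD28 stimulation; 18 h culture, 37 degrees C; dual fluorescence (EGFP, DsRed) plate cytometry.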
# Abeta rescue: restores growth of yeast expressing A-beta42 peptide; 410,000 compounds, 0.063% hits; Potency, µM (series often up to 46.1 µM), for inactives: at the top dose growth rescue, most hits filed as activators; AID 1347071; yeast expressing A-beta42, growth rescue, OD600, 48 h; response scale: 0% DMSO, 100% iron-clioquinol control; note: potency is the fitted concentration of half-maximal effect; nearly all actives have a fitted effect of over 55% in size
#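 Yeast A-beta toxicity model in growth medium with pinned compounds, 48 h at 30 C; growth read as absorbance at 600 nm. Normalized to FeCl3/clioquinol equimolar mix (positive) and DMSO (negative).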
# WRN inhibitor: blocks human WRN helicase; Q14191; WRN helicase unwinding, fluorescent forked duplex, kinetic; Potency, µM (top dose mostly 114 µM), without a hit: top-dose activity change, negative = inhibition, usual class: inhibitors; 360,000 compounds, 0.46% hits; note: potency is the fitted concentration of half-maximal effect; % is set by controls: 0 for no effect and ±100 for the full control effect; nearly all actives have a fitted effect of over 55% in size
#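 WRN at 20 nM final was preincubated with compound for 15 min at room temperature; reaction started with 100 nM forked duplex oligonucleotide carrying fluorophore and quencher plus 2 mM ATP (final). Unwinding followed kinetically by red fluorescence (ex 525/em 598 nm).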
# * = called active by the depositor; ? = inconclusive; . = no result given; & = joins results of further samples; [ ] = dose if it differs, or a comment. Unless noted, calls come from the whole dose curve; as a rule, active = well fitted curve in the direction sought with a large enough effect; inconclusive = small, poorly fitted or top-dose-only effect, or another doubt; inactive = no such curve, though single readings can be large; an effect the other way counts as inactive or inconclusive. No enrichment for hits; overall some 4.1% were active at least once.
SMILES,EPAC1 agonist,EPAC1 antag,FUS suppressor,PLK1 PBD inh,PI5P4K alpha inh,IL-2 act,Abeta rescue,WRN inhibitor
CC(=O)c1c(N2CCN(C(=O)c3ccco3)CC2)nc(=S)n(-c2ccccc2)c1C,7%,-4%,8%,-10%,.,-2.8,-4%,-4%
O=C(CC(=O)c1ccccc1)Nc1ccc(Cl)cc1,12%,5%,24%,-4%,0,0.1,-7%,5%
O=C(NCC1(N2CCOCC2)CCCCC1)c1cccc(S(=O)(=O)N2CCc3ccccc3C2)c1,-9%,-15%,24%,4%,2,-0.6,-1%,-10%
CC(C)C[C@@H](C(=O)NCc1ccco1)N1C(=O)N2CCc3c([nH]c4ccccc34)[C@@]2(C)C1=O,-21%,?,26%,1%,0,0.0,-7%,-1%
Cc1cc(NC(=O)CSCC(=O)OCC(=O)Nc2cc(C)c(C)cc2[N+](=O)[O-])no1,0%,-8%,?,-9%,-28,-2.9,-23%,-13%
CCN1C(=O)C(CC(=O)Nc2cc(C)ccc2C)SC1=Nc1ccc(S(N)(=O)=O)cc1 (stereo not drawn),-4%,5%,18%,-3%,.,-1.1,-9%,0%
O=C(NN=C1CCCC1)c1cc(O)cc(O)c1,19%,-16%,1%,-7%,-79*,-2.6,-8%,-33%
Cc1cc(C)c2nc(N(CCN(C)C)C(=O)c3ccc(S(=O)(=O)N(C)CC4CCCO4)cc3)sc2c1 (stereo not drawn),8%,18%,18%,-2%,-6,-4.0,-9%,4%
S=C1NC(c2ccccc2)=NCN1c1ccc(Cl)cc1,2%,-3%,6%,-9%,0,-1.3,-5%,8%
COc1ccc(C(=O)Nc2ccc(-c3ccc(NC(=O)c4ccc(OC)cc4)c(OC)c3)cc2OC)cc1,3%,-1%,.,-16%,3,0.2,6%,1%
Fc1ccc(Nc2c3c(nc4ccccc24)CCC3)cc1,0%,-5%,-11%&8%,5%,-6,-1.7,6%&-13%,3%
COc1ccc(C(=O)N2CC3(CC(c4cccc(NC(=O)COc5ccc(Cl)cc5)c4)=NO3)C[C@@H]2C(N)=O)cc1 (stereo partly drawn),-1%,-1%,35µM*,-4%,-10,-3.3,-9%,-6%

# Seven structures from above, sorted by number of heavy atoms, ascending.
SMILES,EPAC1 agonist,EPAC1 antag,FUS suppressor,PLK1 PBD inh,PI5P4K alpha inh,IL-2 act,Abeta rescue,WRN inhibitor
O=C(NN=C1CCCC1)c1cc(O)cc(O)c1,19%,-16%,1%,-7%,-79*,-2.6,-8%,-33%
S=C1NC(c2ccccc2)=NCN1c1ccc(Cl)cc1,2%,-3%,6%,-9%,0,-1.3,-5%,8%
Fc1ccc(Nc2c3c(nc4ccccc24)CCC3)cc1,0%,-5%,-11%&8%,5%,-6,-1.7,6%&-13%,3%
Cc1cc(NC(=O)CSCC(=O)OCC(=O)Nc2cc(C)c(C)cc2[N+](=O)[O-])no1,0%,-8%,?,-9%,-28,-2.9,-23%,-13%
CC(C)C[C@@H](C(=O)NCc1ccco1)N1C(=O)N2CCc3c([nH]c4ccccc34)[C@@]2(C)C1=O,-21%,?,26%,1%,0,0.0,-7%,-1%
O=C(NCC1(N2CCOCC2)CCCCC1)c1cccc(S(=O)(=O)N2CCc3ccccc3C2)c1,-9%,-15%,24%,4%,2,-0.6,-1%,-10%
COc1ccc(C(=O)N2CC3(CC(c4cccc(NC(=O)COc5ccc(Cl)cc5)c4)=NO3)C[C@@H]2C(N)=O)cc1 (stereo partly drawn),-1%,-1%,35µM*,-4%,-10,-3.3,-9%,-6%

# Next part
SMILES,EPAC1 agonist,EPAC1 antag,FUS suppressor,PLK1 PBD inh,PI5P4K alpha inh,IL-2 act,Abeta rescue,WRN inhibitor
CNc1c(NS(=O)(=O)c2ccc(F)c(Cl)c2)c(=O)oc2ccccc12,3%,12%,17%,0%,-10,-2.5,-9%,-1%
CC1CCCN(C(=O)CCc2ccccc2)C1 (stereo not drawn),10%,-8%,.,-5%,0,-1.7,0%,-20%
Cc1cc(C)cc(N(CCC(=O)O)S(=O)(=O)c2ccc3ccccc3c2)c1,1%,-8%,.,-11%,2,1.2,6%,-8%
CCCN1CCN(C(=O)c2cccc3c2C(=O)N(CCOC)C3)CC1,4%,1%,-27%,-9%,-1,0.2,1%,-5%
O=C(O)/C=C/c1ccc(S(=O)(=O)Nc2ccc(OCc3ccccc3)cc2)cc1,-7%,4%,-15%,-1%,-5,0.8,3%,-9%
COc1ccc(-n2nnnc2C2c3ccccc3C(=O)N2C2CCN(Cc3ccccc3)CC2)cc1 (stereo not drawn),6%,-1%,7%,-2%,-1,2.3,-1%,-3%
Cc1sc2nnn(CC(=O)N3CCN(C(=O)c4ccco4)CC3)c(=O)c2c1C,0%,8%,20%,-7%,.,-1.3,8%,-6%
OCC[C@H]1C[C@H](O)[C@@H](O)[C@@]2(OCCCc3ccccc32)O1,5%,-3%,-20%,-9%,7,-0.1,-2%,0%
CC1c2nc3ccccc3n2C(CC(=O)NC2CC2)C(=O)N1Cc1ccccc1 (stereo not drawn),16%,6%,-11%,-14%,-2,-0.3,3%,5%
O=C(/C=C/c1c(Cl)nc2ccccn12)N1CCN(c2ccc(F)cc2)CC1,2%,-9%,14%,-3%,3,-1.4,-25%,-27%[57.1 µM]
COc1ccc(C(=O)NCc2nnc(SCC(=O)N3CCc4ccccc43)o2)cc1OC,-4%,-7%,7%,?,-6,1.1,-11%,3%
COCCNC(=S)N1CCN(S(C)(=O)=O)CC1,9%,-12%,-4%,-7%,4,-2.1,-5%,3%
CCOC(=O)c1c(CN2CCOCC2)n(-c2ccccc2)c2cc(Br)c(O)cc12,3%,5%,-13%,-16%,1,2.1,-6%,-2%
CCCCCn1c(=O)[nH]c2cc(C(=O)NCc3ccc4c(c3)OCO4)ccc2c1=O,-7%,-2%,23%,-11%,0,-2.8,-1%,-6%
O=C(Nc1nnc([C@H]2C[C@H](O)[C@@H](CO)O2)s1)c1cccc(OC(F)(F)F)c1,-6%,5%,-3%,-4%,2,2.7,-10%,9%[57.1 µM]
N#Cc1ccc(S(=O)(=O)NC2CC2)cc1,-4%,-4%,10%,?,1,0.1,-24%,-15%
COc1ccc(C(=O)N2CCN(C(=O)C3COc4ccccc4O3)CC2)cc1 (stereo not drawn),4%,?,-3%,-5%,1,-0.5,23%,-4%
COc1ccc(C(=O)CC(Nc2ccc([N+](=O)[O-])cc2)c2ccc(Cl)cc2)cc1 (stereo not drawn),15%,-8%,23%,0%,.,-4.8,36%,-16%
COc1ccc(Cl)cc1NC(=O)C1Cc2cc(S(=O)(=O)N3CCCC3)ccc2N1C(C)=O (stereo not drawn),11%,-27%,36%,-7%,6,-0.8,6%,-3%
Nc1nc2ncc(C(=O)c3cc(F)ccc3O)cc2s1,-1%,0%,7%,1%,-25,3.9,-4%,-2%
CCOC(=O)N1CCC(NC(=O)CCCN2C(=O)CSc3ncccc32)CC1,-6%,0%,-5%,3%,3,1.0,3%,-2%
COc1ccc(OC)c(S(=O)(=O)N2CCCC(C)C2)c1 (stereo not drawn),-1%,-8%,5%,-6%,.,-2.1,-2%,5%
Cc1ccc(S(=O)(=O)N2CCN(C(=O)COC(=O)c3ccccc3Cl)CC2)c(C)c1,-1%,-8%,30%,-5%,4,-0.7,21%,-7%
Cc1ccc(SC(c2ccccc2)C(Cn2cncn2)C(=O)c2ccccc2)cc1 (stereo not drawn),-2%,-2%,9%,1%,-5,0.1,9%,6%

# Look-ups from above:
# IL-2 act result of `COc1ccc(C(=O)N2CCN(C(=O)C3COc4ccccc4O3)CC2)cc1` (stereo not drawn) reads -0.5
# PI5P4K alpha inh result of `CCOC(=O)N1CCC(NC(=O)CCCN2C(=O)CSc3ncccc32)CC1` reads 3

# Remaining list, next part
SMILES,EPAC1 agonist,EPAC1 antag,FUS suppressor,PLK1 PBD inh,PI5P4K alpha inh,IL-2 act,Abeta rescue,WRN inhibitor
Cc1cccc(Nc2nnc(SCC(=O)NCC3CCCO3)s2)c1 (stereo not drawn),-1%,1%,7%,-2%,-5,0.9,6%,-23%
O=C(COC(=O)COc1ccc(Cl)cc1)NCc1cccs1,-6%,-13%,.,2%,-10,-3.0,-1%,5%
CC12CC3CC(C)(C1)CC(C(=O)N1CCCC1)(C3)C2,-7%,-4%,7%,-20%,2,-2.2,-2%,6%
COc1ccc(CC(=O)N2CCN(c3ccccn3)CC2)cc1OC,5%,1%,-13%,-9%,1,-0.3,4%,-12%
OCCNc1nc(C2CC2)nc2c1nnn2Cc1ccccc1Cl,2%,8%,14%,-13%,.,0.9,4%,-4%
O=P(c1ccccc1)(c1ccccc1)C(O)c1ccncc1 (stereo not drawn),1%,-11%,0%,1%,.,-0.5,13%,-6%
COc1ccccc1Nc1nc(C)cc(=O)[nH]1,1%,11%,-7%,-5%,.,-0.8,-10%,-3%
C[N+](C)(C)CC(O)CC(=O)O (stereo not drawn),-8%,-12%,-51%[inhibitor],-4%,-1,0.6,-3%,5%
Cc1nc(SCc2ccc(O)c([N+](=O)[O-])c2)n[nH]1,2%,-16%,0%,-15%,-6,2.3,-5%,12%
O=C(/C=C/c1ccccc1)Nc1nc(-c2ccncc2)cs1,-1%,-5%,1%,0%,?,-5.2,-53%[inhibitor],-31%
CC(C)COC(=O)N(C)C[C@@H]1OCc2cnnn2CCCC(=O)N([C@@H](C)CO)C[C@H]1C,-2%,-4%,-19%,-6%,0,-0.3,-8%,-3%
CC(NC(=O)c1cc(S(=O)(=O)N2CCOCC2)cn1C)c1ccccc1 (stereo not drawn),1%,7%,-17%,-6%,-2,-0.3,12%,-2%

# Screening data: PubChem, National Center for Advancing Translational Sciences (NCATS)
